Screens deposited in PubChem by Broad Institute.
Cneo AK release: Cryptococcus neoformans cell lysis inducers, primary screen, AK release luminescence, single concentration | 360,000 compounds, 0.2% hits | AID 651654, 2012 | lysis activity, % at 15 µM | C. neoformans lysis, adenylate kinase release luminescence, 4 h; normalised: neutral wells 0, clomiphene wells 100;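 active = mean lysis activity across replicates of at least 80%, whatever share of replicates individually reach that level; inactive = mean lysis activity below 80%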
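Schedule: static 4 h at 37 °C with compound, 1 h detection; system: C. neoformans cells; benchmarks: Clomiphene as positive control; buffer or medium: fresh YPD medium; measure: luminescence rise reflecting yeast cell lysis; measured by: luminescent adenylate kinase detection reagent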
SIRT5 block: SIRT5 desuccinylase inhibitors, primary screen, biochemical, fluorescence imaging, single point, set 5; NAD-dependent protein deacylase sirtuin-5, mitochondrial (Homo sapiens), Q9NXA8; Purified SirT5, succinyl-peptide AMC, trypsin-coupled fluorescence; inhibition, % at 15 µM; 330,000 compounds, 1.1% hits; AID 652115, 2013; in the data active = inhibition above about 15%; inconclusive = no clear call, values can overlap the other calls
Target sequence (Q9NXA8 whole entry, looked up): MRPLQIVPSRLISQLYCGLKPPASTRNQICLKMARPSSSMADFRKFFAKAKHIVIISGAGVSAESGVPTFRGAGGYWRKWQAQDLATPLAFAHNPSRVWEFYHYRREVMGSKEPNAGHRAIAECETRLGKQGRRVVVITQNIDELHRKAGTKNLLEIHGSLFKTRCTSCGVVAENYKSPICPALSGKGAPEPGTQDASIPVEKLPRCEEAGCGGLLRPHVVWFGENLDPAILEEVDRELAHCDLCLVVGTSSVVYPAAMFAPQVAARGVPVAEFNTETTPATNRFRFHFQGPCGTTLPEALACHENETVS
ERp5 block: inhibitors of ERp5-driven insulin aggregation, primary screen, biochemical, turbidity, absorbance 650 nm, single point | 350,000 compounds, 0.05% hits | AID 651711, 2012 | inhibition, % at 9.99 µM | Protein disulfide-isomerase A6 (Homo sapiens), Q15084 | 90 min;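 active = mean replicate inhibition above about 25%, with every replicate also reaching it, limit read from the data, passing the limit was not always enough; inconclusive = only one of those two criteria met; inactive = neither criterion met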
Target sequence (Q15084 whole entry, looked up): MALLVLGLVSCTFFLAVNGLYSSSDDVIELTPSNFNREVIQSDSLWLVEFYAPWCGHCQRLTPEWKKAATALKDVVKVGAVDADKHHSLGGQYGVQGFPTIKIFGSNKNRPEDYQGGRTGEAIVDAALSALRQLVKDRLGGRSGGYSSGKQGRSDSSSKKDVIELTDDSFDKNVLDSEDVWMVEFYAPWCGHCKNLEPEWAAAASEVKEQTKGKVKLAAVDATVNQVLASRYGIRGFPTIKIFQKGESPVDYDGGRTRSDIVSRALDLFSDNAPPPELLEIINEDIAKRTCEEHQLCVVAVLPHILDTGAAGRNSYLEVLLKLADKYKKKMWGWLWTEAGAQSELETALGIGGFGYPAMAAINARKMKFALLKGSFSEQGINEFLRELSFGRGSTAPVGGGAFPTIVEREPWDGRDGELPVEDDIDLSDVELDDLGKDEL
miR-122 sensor: miR-122 Renilla sensor signal increase in Huh7, primary screen, miR-122 inhibitor project, cell-based, single point, plate reader; activation (reporter increase), % at 12.5 µM; Huh7 miR-122 Renilla luciferase sensor, 48 h; neutral wells = 0, positive control = 100; 340,000 compounds, 0.3% hits;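 active = mean replicate activation score at least 90 and every replicate individually at or above 90; inconclusive = only one of the two criteria met; inactive = neither criterion met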;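 note: higher luciferase means less miR-122 activity so hits act as miR-122 inhibitors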
Statin myotox sup: suppressors of statin myotoxicity in C2C12 myotubes, primary screen, cell-based, single point, plate reader; 330,000 compounds, 0.78% hits; AID 602340, 2012; C2C12 myotubes + simvastatin, ATP luminescence, 48 h; scaled: DMSO 0, geranylgeraniol control 100; rescue of ATP level, % at 7.49 µM;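 active = mean ATP rescue above about 67%, or every replicate alone reaching that limit, limit read from the data, passing the limit was not always enough; inconclusive = no clear call, values can overlap the other calls; inactive = mean under the limit and some replicate under it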;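 note: myotubes were challenged with 10 µM simvastatin during compound exposure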
ARNT-TACC3 inh: disruptors of ARNT/TACC3 protein interaction, primary screen, biochemical, AlphaScreen, single concentration; Transforming acidic coiled-coil-containing protein 3 (Homo sapiens), Q9Y6A5; AlphaScreen His-ARNT PAS-B/GST-TACC3 binding, luminescence; TACC3 fragment carries E629A point mutation; inhibition, % at 9.99 µM; 390,000 compounds, 0.66% hits;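 active = mean inhibition of replicates at least 50% and at least half of replicates each reaching 50%; inconclusive = half or more replicates reach 50% but mean below 50%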;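 note: 0% = complete ARNT plus TACC3 wells and 100% = ARNT alone without TACC3; many hits fall short of the cut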
esBAF inh: Bmi1 luciferase reporter increase in mESCs, primary screen, esBAF inhibitor project, mouse ES cells, Bmi1 luciferase knock-in, single point; reporter increase, % at 12.5 µM; 24 h; 100% = twice the neutral-well signal; 350,000 compounds, 2% hits; in the data active = activation above about 40%; inconclusive = no clear call, values can overlap the other calls;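 note: 0% = median of the plate's neutral control wells and 100% = double that signal; a rise in the Bmi1 reporter signal indicates esBAF inhibition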
Starred values were filed as active, the others as inactive; ? = inconclusive; nt = not tested or not shown; [ ] = another dose, or the depositor's remark. Outcome played no part in choosing rows; overall some 4% were active at least once.

Compound	Cneo AK release	SIRT5 block	ERp5 block	miR-122 sensor	Statin myotox sup	ARNT-TACC3 inh	esBAF inh
COc1ccc(C2(C)NC(=O)N(CC(=O)Nc3c(C)n(C)n(-c4ccccc4)c3=O)C2=O)cc1 (stereo not drawn)	-1	-3	1	1	1	-3	-1
CCCCn1c(=O)[nH]c(=O)c2c1nc(-c1ccsc1)n2Cc1ccccc1	2	nt	nt	-1	10	-1	3
O=C(c1ccc(-c2ccccc2Cl)s1)N1CCOCC1	-3	nt	3	48	nt	8	nt
Cc1ccc(S(=O)(=O)NCCC(=O)N(C)Cc2cccs2)cc1	3	-4	3	nt	3	-5	-4
CC(NCC(c1ccco1)N1CCCCC1)C(=O)NC1CCCC1 (stereo not drawn)	1	-3	2	0	-14	-7	-5
O=C(O)[C@@H]1[C@@H](CO)[C@@H]2Cn3c(ccc(-c4cncnc4)c3=O)[C@@H]2N1C(=O)C1CCCCC1	0	-8	0	nt	16	4	4
CCCCNC(=S)Nc1ccc(OC)nc1	nt	0	-7	nt	nt	0	nt
Cc1ccc(-c2csc3nc4cc(C(N)=O)ccc4c(=O)n23)cc1	0	-1	-1	1	-7	28	11
Cc1c(-c2ccco2)[n+](=O)c2c(n1[O-])CCCCC2	1	nt	nt	-1	-4	0	-5
C[C@@H]1CCCCO[C@@H](CN(C)C(=O)c2ccncc2)[C@@H](C)CN([C@H](C)CO)C(=O)c2cc(NC(=O)CCCCCC(=O)Nc3ccccc3N)ccc2O1	-1	-3	0	11[16.7 µM]	nt	-5	7
O=S(=O)(NCCc1ccccn1)c1cccs1	1	-1	2	nt	-3	2	4
c1ccc(-c2cnc(CN3CCN(c4ccccc4)CC3)o2)cc1	-1	2	-2	-3	-6	6	0
COc1cccc(-c2cnc(C(O)c3ccc(Cl)cc3)[nH]2)c1 (stereo not drawn)	-1	nt	0	34	-2	nt	28
O=[N+]([O-])c1ccc(Cl)cc1N/N=C/c1ccncc1	1	1	-1	2	-1	-7	2
Cc1ccc2[nH]c(=O)cc(C(=O)OCC(=O)c3ccccc3)c2c1	0	nt	nt	-8	nt	0	nt
COc1ccc(N=Cc2nc(-c3ccco3)oc2O)cc1	-3	nt	nt	-1	6	4	63*
COc1cccc(-c2nc(=S)c3c(o2)CCCC3)c1	nt	0	-3	nt	nt	1	nt
O=C(COc1cnc2ccccc2n1)NCCC1=CCCCC1	0	nt	nt	0	16	3	2
Cc1ccc(S(=O)(=O)N2CCC(C(=O)NNC(=O)C3CC3)CC2)cc1Cl	31	1	4	2	2	-3	9
COc1ccc(NC(=O)/C(C#N)=C/c2ccc(Sc3nncn3C)c([N+](=O)[O-])c2)cc1	nt	0	0	0	nt	-2	nt
CC(C)(C)C1=Nn2c(nnc2-c2n[nH]c3c2CCC3)SC1	3	nt	nt	1	9	1	-3
Cc1ccc(C(=O)NC(=S)NCc2ccco2)cc1	nt	-2	-6	nt	nt	4	nt
Cc1[nH]c2ccc(Br)cc2c(=O)c1CN1CCCCCC1	2	4	3	-7	-5	13	-2
Cc1nc2sc(C(c3ccc(Cl)cc3)N3CCOCC3)c(O)n2n1 (stereo not drawn)	0	nt	nt	2	17	2	-3
Cc1cc(C)nc(SCCN2CCOCC2)n1	4	nt	nt	nt	13	-4	-5
CCN(CC)CCNC(=O)CCCCCn1c(=O)[nH]c2cc(C(=O)OC)ccc2c1=O	-1	nt	nt	-6	-13	nt	4
Cc1nn(-c2ccc(Cl)cc2Cl)c(=O)c2ccccc12	-19	-1	-4	4	32	-4	-5
O=C1CCCc2c1[nH]c1ccc(CN3CCCCC3)cc21	0	-12	2	-6	nt	-2	-6
O=C(NCc1ccc(N2CCCC2=O)cc1)C1CCC(=O)N(Cc2ccccc2F)C1 (stereo not drawn)	0	-3	0	nt	3	-2	-1
COc1ccc2cc(C(=O)N3CCN(Cc4ccc5c(c4)OCO5)CC3)[nH]c2c1	-2	-1	0	1	11	0	6
COc1cccc(-c2cnc(C(O)c3cc(C)c(OC)c(C)c3)[nH]2)c1 (stereo not drawn)	-1	1	3	3	4	nt	1
NC(=O)CNC(=O)[C@@H]1CC2(CC(c3ccc(Cl)cc3)=NO2)CN1C(=O)c1ccc(Br)cc1 (stereo partly drawn)	0	2	1	-5	?	nt	-6
Cc1cn2c(=O)c(C(=O)N3CCN(c4ccccc4Cl)CC3)cnc2s1	nt	-14	-4	nt	nt	-2	nt
CCc1ccccc1N1CSC2=C(C#N)C(c3cc(OC)c(OC)cc3OC)CC(=O)N2C1 (stereo not drawn)	-1	nt	nt	1	nt	2	-7
COCc1c(C(=O)N2CCN(c3ccc(C(F)(F)F)cn3)CC2)oc2ccccc12	-1	nt	nt	-4	4	2	-1
CC(=O)C1=C(c2ccccc2)NC(=O)NC1c1ccc2c(c1)OCO2 (stereo not drawn)	-2	1	2	0	2	-4	1
COC(=O)C[C@H]1CC[C@@H]2[C@H](COc3ccc(NS(=O)(=O)c4ccc(F)cc4)cc3C(=O)N2C)O1	53	-4	-2	-10[16.7 µM]	-6	1	-4
CC1CCc2cc(F)ccc2N1C(=O)c1cccs1 (stereo not drawn)	2	-9	-6	-5	-2	-3	7
CCCC(C(=O)NCCC(C)C)N(Cc1ccccc1)C(=O)c1snc(C(N)=O)c1N (stereo not drawn)	-2	1	1	-4	2	2	-10
C#CC(CC)(CC)NC(=O)/C=C/C(=O)O	nt	8	nt	-8	21	1	2
COc1ccc(/C=C/C(=O)Oc2ccc(C)cc2)cc1	0	-4	3	-1	3	0	7
N#Cc1cccc(-c2ccc([C@H]3[C@H](CO)N4CCCCN(S(=O)(=O)c5ccccc5)C[C@@H]34)cc2)c1	-1	-2	0	-5[16.7 µM]	-9	6	-3
CCOC(=O)C1CCCN(C(=O)Cn2ncc3c(=O)oc4ccc(C)cc4c32)C1 (stereo not drawn)	1	nt	nt	nt	3	-4	3
COc1ccc(Nc2nc3ccc(OC)cc3s2)cc1	nt	16*	-3	nt	nt	13	nt
Cc1oc2c(cc(NS(=O)(=O)c3ccc(C(C)C)cc3)c3ccccc32)c1C(=O)O	1	3	4	7	12	3	-1
CCOc1ccccc1NC(=S)NCCCn1ccnc1	0	0	0	3	7	-5	3
C[C@H]1CN([C@@H](C)CO)C(=O)c2cc(-c3ccc(F)cc3)cnc2O[C@@H]1CN(C)C(=O)Nc1ccccc1F	5	-3	-4	4[16.7 µM]	14	22	-6
Cc1ccc(NC(=O)CCl)cc1S(=O)(=O)N1CCCCCC1	nt	4	1	nt	nt	-1	nt
Cc1ccc(C2Nc3ccccc3-c3nc4ccccc4n32)o1 (stereo not drawn)	-3	-1	-3	nt	-42	0	68*
COc1ccccc1Nc1nc(Cl)c(C=O)s1	-1	0	-5	-4	8	25	5
O=C1NC(Cc2c[nH]c3ccccc23)C(=O)N1CCOc1ccccc1 (stereo not drawn)	nt	nt	nt	2	-11	-3	2
COc1ccc(OC)c(C2=Nn3c(nnc3-c3cc(OC)c(OC)c(OC)c3)SC2)c1	2	nt	nt	1	-8	2	-9
COc1ccc(-c2noc(CCN3C(=O)c4ccccc4C3=O)n2)cc1OC	-1	nt	nt	8	1	3	13
CC(C)(CNC(=O)CC1C(=O)NCCN1Cc1cccc(F)c1F)N1CCOCC1 (stereo not drawn)	-2	-1	2	-1	-3	-4	-3
CCOc1cc(/C=N/NC(=O)CN2CCCCC2)ccc1O	0	2	1	-6	-8	0	-7
CNC[C@H]1Oc2ccc(NC(=O)Nc3c(C)noc3C)cc2C(=O)N([C@@H](C)CO)C[C@H]1C	-3	-3	-1	7[16.7 µM]	2	-6	1
O=C(C[C@@H]1CC[C@H]2[C@@H](COC[C@@H](O)CN2C(=O)c2cccnc2)O1)NCc1ccccc1	1	0	-3	-9[16.7 µM]	-5	4	-9
Cc1ccc(CN2CCNC(=O)C2CC(=O)N(C)C2CCOCC2)cc1 (stereo not drawn)	1	-16	-4	-2	-6	5	-5
Cc1ccccc1NC(=O)C1CCN(C(=O)NC2CCCCC2)CC1	-3	nt	-2	-3	-45	-3	3
COC(=O)C1=CN(C2CCCCC2)C=C(C(=O)OC)C1c1ccc2c(c1)OCO2	1	-1	0	-2	20	-45	-3

The listing continues.
Compound	Cneo AK release	SIRT5 block	ERp5 block	miR-122 sensor	Statin myotox sup	ARNT-TACC3 inh	esBAF inh
CSCC[C@H](NC(=O)OC(C)(C)C)C(=O)NCC1CCC(C(=O)O)CC1 (stereo partly drawn)	2	1	-3	-6	-38	10	6
CCOc1ccc2nc(N3CCC(C(=O)N4CCN(c5ccccn5)CC4)CC3)sc2c1	-2	nt	nt	-10	9	nt	23
COc1ccc(S(=O)(=O)N(C)C[C@H]2Oc3ccc(NS(C)(=O)=O)cc3C(=O)N([C@@H](C)CO)C[C@@H]2C)cc1	2	2	6	0[16.7 µM]	nt	-3	3
C#CCN(C[C@@H]1[C@@H](OC(=O)NCCCCCC)[C@@H](OC(=O)NCCCCCC)Cn2c(=O)ccc(=O)n21)S(=O)(=O)c1ccc(C)cc1	-2	-2	1	-21	-59	nt	-88
O=C(C[C@@H]1C[C@H]2c3cc(NS(=O)(=O)c4ccc(F)cc4)ccc3O[C@H]2[C@@H](CO)O1)NCC1CC1	6	nt	nt	6[16.7 µM]	4	-12	2
CCOC(=O)c1cc(C#N)c(N2CCOCC2)nc1-c1ccccc1	nt	-3	11	nt	nt	-8	nt
CCN(CC(=O)Nc1ccc(OC)cc1)CC(=O)Nc1sc2c(c1C(=O)OC)CCCC2	1	8	0	-8	12	-7	2
COc1ccc(N2CCN(CCOc3ccc4c(C)cc(=O)oc4c3)CC2)cc1	-15	-2	2	-5	nt	1	nt
O=C(CN1CCN(Cc2ccc(Cl)cc2)C1=O)NCc1cccs1	0	0	4	1	5	-3	-1
O=C(NCCCn1ccnc1)C(=O)NCC1OCCN1S(=O)(=O)c1ccc(F)cc1 (stereo not drawn)	2	-7	10	1	1	58*	3
Nc1c(-c2ccccc2)cnn1-c1ccccc1	-18	3	-2	nt	-14	-4	23
C[C@@H]1CN([C@@H](C)CO)C(=O)Cc2cc(NC(=O)Nc3ccc(C(F)(F)F)cc3)ccc2O[C@@H]1CN(C)Cc1ccc(Oc2ccccc2)cc1	2	3	-7	22[16.7 µM]	-87	nt	-15
COc1ccc(C(C)=O)cc1COC(=O)c1ccc(C)c(S(=O)(=O)N2CCOCC2)c1	-1	-2	1	nt	1	-4	-2
COc1ccc(CC(=O)NNC2=Nc3cccc4cccc2c34)cc1OC	nt	2	3	nt	nt	-2	nt
COc1cccc(C(=O)Nc2ccc3c(c2)C(=O)N(C)C[C@H](OC)[C@@H](C)CN(C(=O)C2CCCC2)[C@H](C)CO3)c1	-1	-1	-1	-2[16.7 µM]	-8	-42	-1
Cc1ccc(NC2C(=O)NC(=O)NC2=O)cc1	1	-1	-11	nt	-1	41*	3
